# TRPC6 act = mouse TRPC6 channel activation | Q61143 | HEK293-TRPC6 membrane potential dye fluorescence; active compounds read high | B-score at 10 µM | 310,000 compounds, 0.13% hits | AID 2550;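 active = B-score of the integrated fluorescence ratio above library mean plus 3 SD, and starting fluorescence ratio within library mean plus 5 SD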;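 note: higher score means more depolarization so channel activation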
# aSyn UTR inh = 5' untranslated region of α-synuclein, MLPCN primary screen | 300,000 compounds, 0.82% hits | alpha-synuclein 5'UTR reporter, inhibitor activity | inhibition, % (tested at 7.5 µM) | AID 1813; in the data active = inhibition above about 60%;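 note: H4 neuroglioblastoma cells stably carrying SNCA 5'UTR luciferase fusion; 0% = DMSO wells and 100% = positive control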
# HIF act = HIF pathway transcriptional activation | 300,000 compounds, 0.32% hits | AID 1910 | U2OS HRE-luciferase reporter, luminescence; normalized: DMSO 0%, desferrioxamine 100% | activation, % at 7.5 µM (by protocol);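 active = mean activation of at least 10% of the iron chelator positive control signal, with at least half of replicates also reaching 10%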
# TRPC4 agonist = TRPC4 (mouse) channel activation. Q9QUQ5. HEK293 TRPC4beta/mu-opioid, Fluo4 calcium fluorescence; active compounds read high. B-score at 10 µM. 310,000 compounds, 0.49% hits. AID 2237;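 active = B-score above 5 SD of library B-scores, and initial fluorescence ratio not above library mean plus 5 SD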;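 note: positive B-score marks a calcium rise read as TRPC4 activation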
#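 Test system: HEK293 cells stably co-expressing mouse TRPC4beta and mu-opioid receptor | Schedule: Fluo4 dye loading 45 min at room temperature, 110 s recording | Measured by: Kinetic Fluo4 calcium fluorescence, 5 s baseline at 1 Hz | Evaluation: B score of integrated ratio | Controls: Buffer (low) and maximal DAMGO (high)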
# TRPC4 potent = TRPC4 (mouse) allosteric potentiation | Q9QUQ5 | 310,000 compounds, 0.42% hits | B-score at 10 µM | AID 2227 | HEK293 TRPC4beta/mu-opioid, DAMGO EC20, Fluo-4 Ca2+ flux; active compounds read high;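 active = B-score of calcium response area above 5 SD of library B-scores, with initial fluorescence ratio within 5 SD of library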;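 note: B-score of integrated fluorescence ratio over time as area under calcium response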
# TRPC6 inh = inhibitors of mouse TRPC6 channel. HEK293-TRPC6, membrane potential dye, ACh-evoked depolarization; active compounds read low. B-score at 10 µM. 310,000 compounds, 1.1% hits. AID 2553;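 active = B-score under library mean minus 3 SD, initial fluorescence not abnormally high, positive integrated signal ratio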;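 note: B-score derived from integrated fluorescence ratio over the kinetic read; more negative B-score means stronger inhibition of depolarization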
# IEC-6 tox = counter-screen for KLF5 inhibitors: cytotoxicity in IEC-6 cells. IEC-6 cytotoxicity, luminescence viability. inhibition, % at 5 µM. 290,000 compounds, 0.78% hits; in the data active = inhibition above about 22%;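 note: 0% = plate median of test compound wells and 100% = cytotoxic reference compound wells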
# TRPC4 inh = inhibitors of mouse TRPC4 channel; HEK293 TRPC4beta/mu-opioid, DAMGO-evoked Fluo4 calcium flux; active compounds read low; B-score at 10 µM; Q9QUQ5; 300,000 compounds, 0.39% hits; AID 2247;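 active = B-score over 3 SD under the library average, no early fluorescence shift, positive overall ratio signal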
#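 Material: HEK293 cells with stable TRPC4beta plus mu-opioid receptor expression; probe or stimulus: DAMGO in two steps, submaximal then maximal; technique: Fluo4 calcium fluorescence by kinetic imaging, 5 s 1 Hz baseline; measure: integrated fluorescence ratio relative to baseline, converted to per-well B score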
# SKKanGAS inh = SKKanGAS growth inhibition | inhibition, % at 7.5 µM | S. pyogenes SKKanGAS, kanamycin growth, BacTiter-Glo, 6 h | AID 1662 | 300,000 compounds, 1.3% hits;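 active = mean replicate score, as percent of positive control median, at least 50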;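 note: strain carries kanamycin resistance gene driven by streptokinase promoter and grows in 40 µg/ml kanamycin; loss of luminescence reflects streptokinase promoter inhibition or plain growth inhibition; 0% = median of DMSO wells and 100% = positive control at its reference dose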
# KLF5 inh = suppresses KLF5 promoter-driven expression; 290,000 compounds, 0.23% hits; DLD-1 KLF5 promoter-luciferase reporter, luminescence; inhibition, % at 5 µM;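 active = inhibition above a per-plate limit of that plate's mean compound inhibition plus 3 SD, cut at about 60% in these data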;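 note: 0% = DMSO wells and 100% = LY294002 at 200 µM; higher means less KLF5 promoter-driven luciferase light; inactives centre near -14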
# MrgX1 antagonist = blocks BAM8-22 activation of human MrgX1 receptor. Q96LB2. MRGX1-HEK293 calcium flux, Fluo-4, BAM8-22 antagonism; active compounds read low. B-score at 10 µM. 310,000 compounds, 1.3% hits;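 active = calcium-response B-score plate-corrected more than 3 library SD below zero, starting fluorescence within 5 deviations, no agonist response on first addition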;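 note: peak minus trough fluorescence over baseline after final BAM8-22 challenge near maximal dose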
# Target sequence (Q96LB2 whole entry, looked up): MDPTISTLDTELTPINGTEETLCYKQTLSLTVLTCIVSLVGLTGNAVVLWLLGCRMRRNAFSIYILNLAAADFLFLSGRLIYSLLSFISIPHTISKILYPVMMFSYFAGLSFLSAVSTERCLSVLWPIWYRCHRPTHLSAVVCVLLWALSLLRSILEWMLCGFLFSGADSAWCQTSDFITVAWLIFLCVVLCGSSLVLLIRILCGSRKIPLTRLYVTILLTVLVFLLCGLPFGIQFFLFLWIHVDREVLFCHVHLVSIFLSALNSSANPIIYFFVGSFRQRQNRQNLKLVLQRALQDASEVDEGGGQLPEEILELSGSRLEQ
# * = called active by the depositor; i = inactive; . = no result given.
smiles	TRPC4 inh	aSyn UTR inh	IEC-6 tox	TRPC4 potent	SKKanGAS inh	HIF act	MrgX1 antagonist	KLF5 inh	TRPC4 agonist	TRPC6 inh	TRPC6 act
CCOC(=O)COc1cccc(C2NC(=O)c3ccccc3O2)c1 (stereo not drawn)	i	2	5	i	-3	-0.9	i	-41	i	i	i
Cc1ccc2c(c1)N(Cc1cccc(F)c1)C(=O)C(C)O2 (stereo not drawn)	i	2	-7	i	9	-2.5	i	-22	i	i	i
Cn1c(CSCc2ccccc2)nnc1SCC(=O)Nc1nccs1	i	-11	2	i	7	0.0	i	-2	i	i	i
Cc1ccc(Nc2nc(Cl)c(C=O)s2)cc1	i	-26	-19	i	-2	1.1	i	-10	i	i	i
Cc1cccc(OCCn2c(-c3ccco3)nc3ccccc32)c1	i	-34	1	i	7	0.6	i	-10	i	i	i
Cc1ccc(-c2nc3ccccc3[nH]2)cc1NC(=S)NC(=O)c1ccccc1Br	i	-67	-1	i	38	1.9	i	-33	i	i	i
CCCCOc1ccc(N(CC(=O)NC(C)(C)C)C(=O)CCC(=O)Nc2nccs2)cc1	i	-6	-3	i	-4	-0.8	i	-24	i	i	i
CCSc1nnc(NC(=O)C2C3CCC(C3)C2C(=O)O)s1 (stereo not drawn)	i	6	-9	i	11	0.2	i	-10	i	i	i
N#Cc1cc(C#N)c(N2CCN(c3ccccn3)CC2)nc1N	i	-204	6	i	-13	3.4	i	-81	i	i	i
Cn1c(N)c(C(C[N+](=O)[O-])c2ccccc2Cl)c(=O)n(C)c1=O (stereo not drawn)	i	-12	.	i	-15	0.7	i	.	i	i	i
Cc1ccccc1NC(=O)CSc1nc2c(c(=O)n(C)c(=O)n2C)n1C	i	6	2	i	-3	-0.2	i	-15	i	i	i
CCC(=O)Nc1cc(C(=O)O)ccc1Sc1ccc(Cl)cc1	i	22	-2	i	2	-0.4	i	-24	i	i	i
COC(=O)c1ccc(NC(=O)c2cccc(C)c2[N+](=O)[O-])cc1	i	-38	0	i	-3	0.7	-6.3*	-22	i	i	i
COC(=O)c1[nH]c2cccc(OC)c2c1NC(=O)CCN1CCC(C(N)=O)CC1	i	-2	-2	i	-13	0.3	i	-17	i	i	i
COc1cccc(CNC(=O)C2CCC(CNS(=O)(=O)c3cccc4cccnc34)CC2)c1 (stereo not drawn)	i	4	5	i	-10	-1.0	i	-5	i	i	i
Cc1ccc(C(C)C)c(Oc2cnccn2)c1	i	9	7	i	-2	0.1	i	-6	i	i	i
O=C1N/C(=N\N=C\c2cccs2)SC1Cc1ccc(Cl)cc1 (stereo not drawn)	i	-57	1	i	-20	-0.2	i	2	i	i	i
CCOC(=O)N1CCN(S(=O)(=O)c2ccc(C(=O)N(CCCN(C)C)c3nc4ccc(CC)cc4s3)cc2)CC1	i	-17	-7	i	9	-0.9	i	-126	i	i	i
CCCC(=O)Nc1ccc2c(c1)Cc1ccccc1-2	i	-138	3	i	1	3.8	i	-183	i	i	i
COc1cccc(C(=O)OCCN2C(=O)c3ccccc3C2=O)c1OC	i	9	7	i	3	0.0	i	-20	i	i	i
CC(C)(C)OC(=O)n1cc(/C=N/NC(=O)c2ccco2)c2ccccc21	i	-36	1	i	-2	1.3	i	-68	i	i	i
COc1ccc(OC)c(CNC(=O)C2CCN(S(C)(=O)=O)CC2)c1	i	-8	-6	i	-1	-2.0	i	-39	i	i	i
Cn1c(Cn2cnc([N+](=O)[O-])n2)nnc1SCC(=O)Nc1ccccc1	i	0	6	i	-3	-0.4	i	-32	i	i	i
Cc1ccc(S(=O)(=O)N(C)C)cc1NC(=O)c1cc(-c2ccco2)nc2ccccc12	i	9	-4	i	-2	0.3	i	-25	i	i	i
COc1ccccc1CN(Cc1nc2ccccc2c(=O)[nH]1)C(=O)Nc1cccc(C)c1	i	-16	0	i	3	0.2	i	-30	i	i	i
Cc1ccc2c(COC(=O)c3ccc(C)c(C)c3)cc(=O)oc2c1	i	-37	3	i	-5	0.5	i	-13	i	i	i
Cc1ccc(C)c(SCC(=O)NC(=O)NCc2ccccc2)c1	i	-20	-2	i	-2	0.3	i	-21	i	i	i
Cc1nn(-c2ccccc2)c(N)c1N=Nc1ccccc1	i	-49	1	i	12	5.6	i	-153	i	i	i
Cc1cccc(-n2ncc3c2CCCC3NC(=O)C2=CC(=O)CC(C)(C)O2)c1C (stereo not drawn)	i	-7	2	i	36	0.7	i	-51	i	i	i
CCSc1nnc(N2C(=O)CC(c3ccsc3)C3=C2CC(C)(C)CC3=O)s1 (stereo not drawn)	i	-32	-4	i	-6	0.0	i	-58	i	i	i

# Further records follow:
smiles	TRPC4 inh	aSyn UTR inh	IEC-6 tox	TRPC4 potent	SKKanGAS inh	HIF act	MrgX1 antagonist	KLF5 inh	TRPC4 agonist	TRPC6 inh	TRPC6 act
O=C(NCCC1=CCCCC1)C1CCN(C(=O)c2ccc(Br)cc2)CC1	i	31	2	i	6	-0.1	i	-2	i	i	i
COCCNC(=O)CN(Cc1ccc(Cl)cc1)S(C)(=O)=O	i	-19	-4	i	-7	-0.8	i	-26	i	i	i
COc1cc(/C(C#N)=C/c2cccc3ccccc23)c([N+](=O)[O-])cc1OC	i	8	4	i	5	-0.3	i	-3	i	i	i
Cc1ncc(S(=O)(=O)c2ccccc2)c(-c2ccccc2)n1	i	26	-1	i	-6	-0.1	i	-34	i	i	i
COc1ccc(-n2nnnc2SCc2nc3ccccc3s2)cc1	i	-161	8	i	6	2.6	i	-25	i	i	i
C/C(=N\Nc1ccc([N+](=O)[O-])cc1)c1ccc(C#N)cc1	i	-22	-1	i	1	0.1	i	-13	i	i	i
COc1ccc(-c2cn(-c3cccc(C)c3)c(=O)[nH]2)cc1OC	i	-26	4	i	-4	0.7	i	-23	i	i	i
Clc1ccc2oc3c(Cl)ncnc3c2c1	i	54	-7	i	4	0.2	i	-11	i	i	i
COc1ccc(-n2ncc3c(=O)n(CC(=O)Nc4ccc5c(c4)OCCO5)cnc32)cc1	i	17	3	i	-10	-0.8	i	-1	i	i	i
CCC(=O)Nc1ccc(NC(=O)c2ccccc2)nc1	i	-24	0	i	6	0.0	i	-135	i	i	i
Cc1sc2ncnc(NCc3ccccc3)c2c1C	i	44	9	i	7	0.4	i	5	i	i	i
O=C(O)c1cc(S(=O)(=O)N2CCCC2)ccc1Br	i	11	3	i	3	-0.3	i	-17	i	i	i
CN(CCNC(=O)C1CCN(c2ncnc3c2nc2n3CCCCC2)CC1)Cc1ccccc1	i	-21	-1	i	5	0.9	i	3	i	i	i
Cc1cc(C(=O)NCc2ccccc2F)c2ccccc2n1	i	1	-6	i	0	1.8	i	-1	i	i	i
COc1cc(OC)c2c(-c3ccccc3)cc(=O)oc2c1	i	-13	5	i	-4	0.0	i	-20	i	i	i
CCc1ccc(-c2cc(-c3n[nH]c(=S)n3CC)c3ccccc3n2)cc1	i	-69	1	i	6	1.5	i	-24	i	i	i
Cn1c(CC(=O)Nc2ccccc2F)nnc1SCC(=O)NC1=NCCS1	i	4	-5	i	1	0.4	i	-27	i	i	i
O=[N+]([O-])c1ccc(/C=N/Nc2nc(N3CCCCCC3)nc(N3CCCCCC3)n2)o1	i	-36	0	32*	75*	-0.7	i	-1	i	i	i
COc1ccc(CN(C(=O)CCC(=O)N2CCCCC2)c2nccs2)cc1OC	i	-28	-2	i	-6	1.1	i	-19	i	i	i
CCOc1ccc(-c2nnc(SCC(=O)N(CC)CC)n2N)cc1	i	6	0	i	-9	-0.1	i	-20	i	i	i
CC1CCCCC1NC(=O)c1cn(C)c2ccc(S(=O)(=O)N3CCCC3)cc2c1=O (stereo not drawn)	i	7	-1	i	9	-0.3	i	-13	i	i	i
CCOCCCNC(=O)C1(O)c2ccccc2NC(=O)N1c1ccc(C)c(C)c1 (stereo not drawn)	i	7	3	i	4	0.9	i	-26	i	i	i
COc1ccc(S(=O)(=O)NC2CCCC2)cc1NC(C)=O	i	1	-3	i	3	-0.7	i	-8	i	i	i
COc1ccccc1CNC(=O)CSc1ncc(C(=O)Nc2ccccc2)c(=O)n1C	i	-21	.	i	10	1.6	i	.	i	i	i
CCC1Sc2ccccc2N(CC(=O)NC2CC2)C1=O (stereo not drawn)	i	6	5	i	-5	-0.4	-7*	-37	i	i	i
O=[N+]([O-])c1cc(Cl)ccc1N1CCOCC1	i	10	0	i	0	0.4	i	-43	i	i	i
CN(Cc1ccccc1)C(=O)c1cccc(N2C(=O)NC3CC2(C)Oc2ccccc23)c1 (stereo not drawn)	i	8	-2	i	-9	-0.8	i	8	i	i	i
CC(=O)c1cn(-c2ccc([N+](=O)[O-])cc2)c(=O)n(C)c1=O	i	.	.	i	-4	.	i	.	i	i	i
Cc1[nH]n(-c2ccccc2)c(=O)c1N=Nc1ccc(Cl)cc1	i	4	7	i	1	-3.7	i	-4	i	i	i
COc1ccc(OC)c(NC(=O)c2cc3ccccc3o2)c1	i	-46	0	i	-3	0.9	i	-29	i	i	i

# New compounds follow
smiles	TRPC4 inh	aSyn UTR inh	IEC-6 tox	TRPC4 potent	SKKanGAS inh	HIF act	MrgX1 antagonist	KLF5 inh	TRPC4 agonist	TRPC6 inh	TRPC6 act
O=C(CCS(=O)(=O)c1ccc(Br)cc1)N1CCN(c2ccccc2Cl)CC1	i	22	-6	i	-7	0.1	i	-29	i	i	i
Cc1occc1-c1nnc(SCC(N)=O)n1Cc1ccccc1	i	6	1	i	11	0.0	i	-25	i	i	i
O=C(Nc1ccccc1)OCCCc1ccccc1	i	-119	-2	i	-9	0.7	i	-43	i	i	i
NS(=O)(=O)c1ccc(CCNC(=O)C(=O)c2cn(CC(=O)N3CCCC3)c3ccccc23)cc1	i	-7	0	i	12	-0.3	i	-3	i	i	i
COc1ccc(-c2nc(CS(=O)CC(=O)NCCCN3CC(C)CC(C)C3)c(C)o2)cc1OC (stereo not drawn)	i	5	5	i	1	0.0	i	2	104*	i	i
COc1ccccc1C(=O)Nc1ccc(C(=O)Nc2ccccc2C(=O)O)cc1	i	-9	2	i	50*	1.0	i	-7	i	i	i
O=C1N[C@@H](Cc2cn(S(=O)(=O)c3c(F)c(F)c(F)c(F)c3F)c3ccccc23)C(=O)N[C@H]1Cc1ccccc1	i	-27	.	i	7	-0.1	i	.	i	i	i
O=C1OC(C(=O)Nc2ccccc2)Cc2ccccc21 (stereo not drawn)	i	.	-8	i	.	.	i	-52	i	i	i

# Source: PubChem
